Source: PubChem BioAssay
NR3A LBD binder = NR3A (human) ligand-binding domain modulation; NR3A LBD differential scanning fluorimetry, Tm shift; 0% = protein alone, 100% = glycine-bound protein; Tm shift relative to glycine control, % at 25 µM; 340,000 compounds, 2.5% hits;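 active = melting temperature shift of at least 10% of the positive control shift, at one fixed dose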
NLRP3 yeast inh = NALP3 inhibition in yeast; inhibition, % at 10 µM; Yeast reconstituted NLRP3/ASC/caspase-1, beta-gal luminescence, 24 h; AID 2825; 330,000 compounds, 0.39% hits;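 active = inhibition of 50% or more; inactive = inhibition below 50%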;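 note: plate controls were induced DMSO wells for no effect and uninduced yeast grown without galactose for full effect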
MPTP inh = permeability transition pore inhibition. isolated mouse mitochondria, Ca2+ swelling absorbance, 30 min. inhibition, % at 10 µM. 360,000 compounds, 1.4% hits. AID 602449;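 active = inhibition of 50% or more, scaled per plate between neutral and stimulator controls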;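 note: 0% = DMSO wells given calcium and 100% = 1 mM EGTA wells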
APJ antagonist = APJ receptor antagonism; 330,000 compounds, 0.32% hits; CHO-K1 APJ beta-arrestin complementation, luminescence; P35414; inhibition, % at 20 µM;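 active = inhibition above about 40% at 20 µM, limit read from the data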;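 note: cells challenged with 10 nM apelin-13 agonist together with compound; plate controls were apelin-13 plus DMSO wells for no effect and DMSO wells lacking apelin-13 for full effect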
Target sequence (P35414 whole entry, looked up): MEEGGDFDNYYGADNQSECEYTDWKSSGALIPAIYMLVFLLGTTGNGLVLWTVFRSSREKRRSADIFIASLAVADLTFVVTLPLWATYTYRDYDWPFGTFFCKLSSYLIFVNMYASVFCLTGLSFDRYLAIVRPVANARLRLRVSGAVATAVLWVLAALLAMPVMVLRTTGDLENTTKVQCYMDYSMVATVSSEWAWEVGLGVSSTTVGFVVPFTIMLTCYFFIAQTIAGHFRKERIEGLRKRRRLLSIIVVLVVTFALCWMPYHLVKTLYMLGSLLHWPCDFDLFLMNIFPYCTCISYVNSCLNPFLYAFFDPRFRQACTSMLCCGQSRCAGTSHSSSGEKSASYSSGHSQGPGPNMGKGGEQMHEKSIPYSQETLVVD
beta cell repl = MIN6 beta-cell proliferation induction | MIN6 cells proliferation, ATPlite luminescence, 48 h; cells starved in 0.2% serum; 100% = growth in 10% serum | proliferation, % at 10 µM | 330,000 compounds, 0.29% hits;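 active = compounds whose signal lies at least 3.5 SD above the mean of all wells on their plate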;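 note: 0% = DMSO-treated cells in low-serum medium and 100% = 10% serum control; some compounds called inactive have numbers as strong as hits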
TIM10 inh = growth inhibitors of TIM10 yeast strain. S. cerevisiae TIM10 strain growth, BacTiter-Glo luminescence, 24 h. inhibition, % at 10 µM. 330,000 compounds, 1.4% hits. AID 463195;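 active = inhibition of 40% or more at the single tested concentration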;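 note: wild-type TIM10 isogenic control strain grown at permissive 25 °C; 0% = DMSO yeast wells and 100% = minimal medium wells without yeast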
tim10-1 inh = inhibits growth of tim10-1 mutant yeast. S. cerevisiae tim10-1 ts strain growth, BacTiter-Glo, 24 h. inhibition, % at 20 µM. 330,000 compounds, 2.2% hits. AID 463190;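 active = inhibition of at least 40%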;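 note: mutant grown at 25 °C; 0% = DMSO wells with yeast and 100% = wells holding no yeast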
tim23-1 inh = growth inhibitors of tim23-1 mutant yeast | 330,000 compounds, 1.3% hits | S. cerevisiae tim23-1 growth, BacTiter-Glo luminescence, 24 h | inhibition, % at 20 µM;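 active = growth inhibition of the mutant yeast at or above 50%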;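 note: temperature-sensitive mutant grown at 25 °C; plate controls were DMSO-treated mutant yeast for no effect and medium wells lacking yeast for full effect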
APJ agonist = agonists of human APJ apelin receptor; P35414; CHO-K1 APJ PathHunter beta-arrestin, luminescence; 0% DMSO wells, 100% apelin; activation, % at 20 µM; 330,000 compounds, 0.11% hits;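 active = activation more than six SD over the plate average, tested at 20 µM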;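 note: 0% = DMSO alone and 100% = apelin-13 at 10 nM; some results filed as inactive read as strong as hits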
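Assay system: CHO-K1 APJ beta-arrestin complementation cell line / Compound: single test compound dose, 20 µM final, 1% DMSO / Times: overnight seeding, 90 min compound at 25 °C, 1 h detection / Technique: beta-gal luminescence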
Active calls of the source: *. This is a subset, so the mix of outcomes need not match the whole.

Codes: A = NR3A LBD binder; B = NLRP3 yeast inh; C = MPTP inh; D = APJ antagonist; E = beta cell repl; F = TIM10 inh; G = tim10-1 inh; H = tim23-1 inh; I = APJ agonist
> Clc1cccc(Cl)c1Cl
  A: 3; B: 4; C: 0.4; D: 6; E: 0; F: 3; G: -13; H: -15; I: -1

> CCOc1cc2c(cc1OCC)-n1cccc1C(c1c(O)cccc1OC)NC2 (configuration not stated)
  A: -1; B: 5; C: 0.6; D: 13; E: -1; F: 6; G: 27; H: 8; I: -3

> CCOC(=O)N1CCN(C(C)C(=O)c2c[nH]c3ccccc23)CC1 (configuration not stated)
  A: 0; B: -7; C: -1.0; D: -3; E: 0; F: 3; G: 17; H: -5; I: 4

> C/C(=N\Nc1ccccc1)c1c(O)[nH]c(=O)[nH]c1=O
  A: -3; B: 20; C: 1.8; D: 1; E: 4; F: -4; G: -38; H: 4; I: 3

> COc1cc2c(cc1OC)C(C(=O)N1CCC3(CC1)OCCO3)C(c1ccccc1F)N(C)C2=O (configuration not stated)
  A: -3; B: 9; C: 1.7; D: -2; E: -2; F: 13; G: 7; H: 12; I: 2

> O=c1[nH]c(=O)n(Cc2ccco2)c(O)c1C=NC1CCN(Cc2ccccc2)CC1
  A: -1; B: 28; C: 0.5; D: 38; E: 0; F: 10; G: 19; H: -11; I: -8

> Cc1cc(NC(=O)COC(=O)c2c(C)nn(Cc3ccccc3Cl)c2C)no1
  A: -5; B: 12; C: -3.9; D: 5; E: -4; F: -13; G: 3; H: 5; I: -4

> CC(C)CCNC(=O)c1c(N)n(Cc2ccc3c(c2)OCO3)c2nc3ccccc3nc12
  A: 32*; B: -3; C: 5.1; D: 2; E: -6; F: 0; G: 34; H: 1; I: -4

> CN1C(=O)N(C)C(=O)C2(Cc3cc([N+](=O)[O-])ccc3N(C)C2)C1=O
  A: -1; B: 17; C: -0.4; D: 13; E: -1; F: -2; G: -4; H: 15; I: 0

> C/C(=N\NC(=S)Nc1ccccc1)c1c(O)n(C)c(=O)n(C)c1=O
  A: -13; B: -8; C: 1.1; D: 16; E: -1; F: 3; G: 9; H: 3; I: -2

> O=c1cccc2n1CC1CC2CN(C(c2ccccc2)c2sc3ncnn3c2O)C1 (configuration not stated)
  A: 0; B: 7; C: 0.4; D: 4; E: 1; F: -2; G: 1; H: -6; I: -4

> CC1(C)C(c2ccccc2)=NC(c2cccnc2)=[N+]1[O-]
  A: 1; B: 17; C: -0.4; D: -57; E: 3; F: -12; G: 22; H: 3; I: 24

> O=S1(=O)N(Cc2ccc(F)cc2)CCCN1Cc1ccccc1Cl
  A: 5; B: 3; C: 0.0; D: -15; E: -3; F: -12; G: 24; H: 14; I: -4

> Cc1ccccc1O
  A: -3; B: -1; C: -1.8; D: -4; E: 3; F: 8; G: -5; H: -1; I: -4

> CCc1nnc(NC(=O)CCc2nc(C3=CCN(C)CC3)no2)s1
  A: 2; B: 9; C: -0.6; D: -1; E: 0; F: -4; G: 8; H: 17; I: -2

> CCCC[n+]1cc(=N)o[n-]1
  A: 1; B: 6; C: 2.1; D: -5; E: -2; F: 15; G: 14; H: 23; I: -2

> CCn1cc(/C=c2/sc3n(c2=O)C2c4ccccc4OC(C)(N=3)C2C(=O)OC)c(C)n1 (configuration not stated)
  A: -1; B: -2; C: 1.1; D: 6; E: 0; F: 18; G: 14; H: 18; I: -3

> O=C1N(c2nncs2)CCN1[N+](=O)[O-]
  A: 7; B: 4; C: -0.4; D: 13; E: 0; F: -11; G: 13; H: 12; I: -1

> O=C(Nc1ccc(Cl)cc1C(=O)c1ccccc1)c1ccc(Br)o1
  A: 3; B: 8; C: 2.3; D: 14; E: -2; F: 17; G: 19; H: 13; I: -2

> CCS(=O)(=O)NCc1nnc2n1-c1ccc(Cl)cc1C(c1ccccc1)=NC2
  A: -10; B: 5; C: 1.5; D: -5; E: 0; F: -1; G: -4; H: -9; I: 0

> CCOP(=O)(OCC)c1cccc(O)c1
  A: -2; B: -1; C: 0.2; D: 2; E: 0; F: 10; G: 11; H: 1; I: -3

> CC(=O)C1C2c3ccccc3OC1(C)N=c1s/c(=C/c3cn(C)nc3C)c(=O)n12 (configuration not stated)
  A: 1; B: 9; C: -6.2; D: -2; E: 0; F: 10; G: 3; H: 8; I: -1

> CN(C)P(=O)(CCl)Nc1ccccc1 (configuration not stated)
  A: 2; B: 12; C: -1.4; D: -2; E: 0; F: 4; G: 12; H: -26; I: -3

> Cc1cc(C)c(-n2c(O)c(/C=N/N3CCCCC3c3cccnc3)c(=O)[nH]c2=O)c(C)c1 (configuration not stated)
  A: -1; B: -3; C: 0.6; D: 9; E: -2; F: 10; G: 11; H: 5; I: -1

> C/C=C/CC#N
  A: 3; B: 18; C: -0.7; D: -10; E: 0; F: 5; G: -13; H: -10; I: -5

> Cc1nc2ccc(Cl)cn2c1P(=S)(N1CCOCC1)N1CCOCC1
  A: 0; B: 1; C: 0.0; D: -2; E: -2; F: 15; G: 17; H: 15; I: -4

> CCCC(C)C1(CC)C(=O)NC(=O)N=C1N (configuration not stated)
  A: 3; B: -4; C: -0.2; D: 16; E: 6; F: 3; G: -3; H: 0; I: -5

> Cc1cccc(NC(=O)COC(=O)c2cc(C)n(C3CC3)c2C)c1
  A: -1; B: 14; C: -0.6; D: 4; E: -4; F: -33; G: -44; H: -11; I: -4

Reprinted from the listing (nine entries):
Codes: A = NR3A LBD binder; B = NLRP3 yeast inh; C = MPTP inh; D = APJ antagonist; E = beta cell repl; F = TIM10 inh; G = tim10-1 inh; H = tim23-1 inh; I = APJ agonist
> Clc1cccc(Cl)c1Cl
  A: 3; B: 4; C: 0.4; D: 6; E: 0; F: 3; G: -13; H: -15; I: -1

> CCOc1cc2c(cc1OCC)-n1cccc1C(c1c(O)cccc1OC)NC2 (configuration not stated)
  A: -1; B: 5; C: 0.6; D: 13; E: -1; F: 6; G: 27; H: 8; I: -3

> CCOC(=O)N1CCN(C(C)C(=O)c2c[nH]c3ccccc23)CC1 (configuration not stated)
  A: 0; B: -7; C: -1.0; D: -3; E: 0; F: 3; G: 17; H: -5; I: 4

> C/C(=N\Nc1ccccc1)c1c(O)[nH]c(=O)[nH]c1=O
  A: -3; B: 20; C: 1.8; D: 1; E: 4; F: -4; G: -38; H: 4; I: 3

> COc1cc2c(cc1OC)C(C(=O)N1CCC3(CC1)OCCO3)C(c1ccccc1F)N(C)C2=O (configuration not stated)
  A: -3; B: 9; C: 1.7; D: -2; E: -2; F: 13; G: 7; H: 12; I: 2

> O=c1[nH]c(=O)n(Cc2ccco2)c(O)c1C=NC1CCN(Cc2ccccc2)CC1
  A: -1; B: 28; C: 0.5; D: 38; E: 0; F: 10; G: 19; H: -11; I: -8

> Cc1cc(NC(=O)COC(=O)c2c(C)nn(Cc3ccccc3Cl)c2C)no1
  A: -5; B: 12; C: -3.9; D: 5; E: -4; F: -13; G: 3; H: 5; I: -4

> CC(C)CCNC(=O)c1c(N)n(Cc2ccc3c(c2)OCO3)c2nc3ccccc3nc12
  A: 32*; B: -3; C: 5.1; D: 2; E: -6; F: 0; G: 34; H: 1; I: -4

> CN1C(=O)N(C)C(=O)C2(Cc3cc([N+](=O)[O-])ccc3N(C)C2)C1=O
  A: -1; B: 17; C: -0.4; D: 13; E: -1; F: -2; G: -4; H: 15; I: 0
